BRCA1 expr act: increases BRCA1 expression. MCF7-BRCA1-FFLuc reporter, luminescence, 48 h; response scale: scaled: vehicle 0%, 10 µM genistein 100%. Potency, µM (top dose mostly 46.1 µM), for the others: top-dose activation, usual class: activators. 380,000 compounds, 1.1% hits. AID 624202; active = well fitted activation curve with a large enough effect; inconclusive = small, poorly fitted or top-dose-only effect; inactive = no such curve, though single readings can be large or run the other way; also: nearly all actives have a fitted effect of over 80% in size; some results filed as inactive show a strong effect at the top dose
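Luminescence from a BRCA1-driven firefly luciferase in MCF7 cells was the read-out, taken 15 min after substrate addition following 48 h compound exposure at 37 °C. Data were normalized to a 10 microM genistein control and DMSO vehicle.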
* hit, by the source's call; ? = inconclusive; [ ] = dose if it differs, or a comment. Potency is read from the fitted curve at half-maximal effect.

The opening five entries, to show the layout:
SMILES	BRCA1 expr act
CC(C)(C)c1ccc(CC(=O)N2CCC2(C)C(=O)NS(=O)(=O)c2ccccc2C(F)(F)F)cc1 (centres undefined)	-10.0%
CC1Oc2ccc(C#N)cc2N(Cc2ccc(F)cc2)C1=O (centres undefined)	-1.3%
Cc1ccc2c(C(=O)CNc3nccs3)c[nH]c2c1	-25.5%
O=C(Nc1ccccc1Cl)c1ccccc1CC(O)(c1ccccc1)c1ccccc1	-28.6%
C[C@H]1CN([C@@H](C)CO)C(=O)CCCn2nncc2CO[C@@H]1CN(C)C(=O)Nc1cccc2ccccc12	-3.7%

Results, from the first entry:
SMILES	BRCA1 expr act
CC(C)(C)c1ccc(CC(=O)N2CCC2(C)C(=O)NS(=O)(=O)c2ccccc2C(F)(F)F)cc1 (centres undefined)	-10.0%
CC1Oc2ccc(C#N)cc2N(Cc2ccc(F)cc2)C1=O (centres undefined)	-1.3%
Cc1ccc2c(C(=O)CNc3nccs3)c[nH]c2c1	-25.5%
O=C(Nc1ccccc1Cl)c1ccccc1CC(O)(c1ccccc1)c1ccccc1	-28.6%
C[C@H]1CN([C@@H](C)CO)C(=O)CCCn2nncc2CO[C@@H]1CN(C)C(=O)Nc1cccc2ccccc12	-3.7%
CN(c1ccccc1)S(=O)(=O)c1cc(C(=O)NCc2ccco2)ccc1Cl	-17.3%
CNc1cncc(-c2cccc(O)c2)n1	23.5%
COc1cccc(S(=O)(=O)N(C)C[C@H]2Oc3ncc(Br)cc3C(=O)N([C@@H](C)CO)C[C@@H]2C)c1	-9.9%
CCCOc1ccc(F)cc1-c1cc(C(=O)NCCOC)[nH]n1	-10.6%
COCCNC(=O)C1(C)CCCN(C(=O)c2cc(F)ccc2C)C1 (centres undefined)	10.7%
CCCS(=O)(=O)NC(=O)C1(C)CCCN(C(=O)c2ccc3c(c2)OCO3)C1 (centres undefined)	7.8%
C=CCOC(=O)COc1ccc2c3c(c(=O)oc2c1)CCCC3	-1.6%
O=C(CCN1CCCCO1)NC1CCCc2c1cnn2-c1ccc(F)cc1F (centres undefined)	-9.3%
Cc1cccnc1C(NC(=O)C1CCN(Cc2ccc(Oc3ccccc3)cc2)CC1)c1ccccc1 (centres undefined)	-67.2%
C1=C[C@H]2CCCN3CC[C@@H]([C@@H]2[C@]32CO2)[C@H]1CCOCc1ccccc1	3.9%

The last 2 entries of the section before are carried over, then new ones follow:
SMILES	BRCA1 expr act
Cc1cccnc1C(NC(=O)C1CCN(Cc2ccc(Oc3ccccc3)cc2)CC1)c1ccccc1 (centres undefined)	-67.2%
C1=C[C@H]2CCCN3CC[C@@H]([C@@H]2[C@]32CO2)[C@H]1CCOCc1ccccc1	3.9%
COc1ccc(CNC(=O)COC(=O)c2c(NC(C)=O)sc(C)c2C)cc1OC	-36.0%
CC(C)N(C(=O)Cn1cc(S(=O)(=O)CC(=O)NCCc2ccccc2)c2ccccc21)C(C)C	-4.6%
COCCCNC(=O)c1ccc2nc([C@@H]3O[C@H](CO)[C@H](O)[C@H](O)[C@H]3O)[nH]c2c1	-8.9%
CCCCc1c(-c2ccc(F)cc2)ncn1CCc1ccccc1OC	-24.4%
Cc1cccc(C)c1-n1nnnc1C1(C)CCC(=O)N1CCCN1CCOCC1 (centres undefined)	-22.6%
O=C1NC[C@H](CCCCN2CCN(Cc3ccccc3)C(=O)C2=O)N(Cc2ccccc2)C1=O	15.2%
COc1ccc(C(C#N)CC(=O)c2ccc3c(c2)OCO3)cc1OC (centres undefined)	12.4%
CS(=O)(=O)N1CCN(Cc2cc3nc(-c4cccc5[nH]ncc45)nc(N4CCOCC4)c3s2)CC1	-69.9%[92.2 µM]
CCn1cc(/C=C(\NC(=O)c2ccccc2F)C(=O)N2CCN(C)CC2)c2ccccc21	5.4%
CCc1ccc([C@@H]2C[C@H]3[C@@H](CN2S(=O)(=O)c2ccc(C)cc2)C(=O)C[C@@H](c2ccccc2F)N3S(=O)(=O)c2ccc(C)cc2)cc1	-13.9%
COc1cccc(C(O)c2nc(/C=C/c3ccccc3)cs2)c1 (centres undefined)	33.9%
Cc1cn([C@H]2C[C@H](O)[C@@H](CCC(=O)NCCc3cccs3)O2)c(=O)[nH]c1=O	5.8%
CC(=O)C1=CCC(c2cccs2)N(S(=O)(=O)c2ccc(C)cc2)C1 (centres undefined)	-6.3%
CCN(CC)C(=O)C1=C(C)N(CCCN2CCCC2=O)C(=O)C(CC(=O)NC2CCCCC2)C1 (centres undefined)	-6.8%
COc1cccc(C=C(C(C)=O)C(=O)c2ccccc2)c1	3.1%
C[C@@H]1CN([C@@H](C)CO)C(=O)c2cc(/C=C/c3ccccc3)cnc2O[C@@H]1CN(C)S(=O)(=O)c1ccc(F)cc1	9.1%
COc1ccc(S(=O)(=O)N2CCC[C@H]2C(=O)N2CCC[C@H]2C(=O)NCc2ccccn2)cc1C	12.8%
CCCCC(=O)N(C)c1c(C)nc2ccc(C(=O)NCc3ccccc3OC)cn12	11.9%
CCOC(=O)[C@]12CCC=C1N(Cc1ccc3c(c1)OCO3)C(=O)[C@H](CC(=O)NCc1cccs1)C2	5.2%
C[C@@H](NC(=O)[C@@H]1CCCN1C(=O)OC(C)(C)C)c1ccccc1	-0.2%
CC(C)C#Cc1cnc2c(c1)C(=O)N([C@@H](C)CO)C[C@@H](C)[C@H](CN(C)Cc1cccc(F)c1)O2	-6.0%
COc1ccc(S(=O)(=O)N2CCCCC2c2cc(C(=O)NCc3cccnc3)no2)cc1 (centres undefined)	-13.9%
CC1CCC(N(C)C(=O)CN2C(=O)NC(c3ccccc3)(c3ccccc3)C2=O)CC1 (centres undefined)	-16.0%
CC1(C(=O)O)CCCN(C(=O)c2cc3ccccc3s2)C1 (centres undefined)	-43.8%
COCCCNc1ccn2nc(-c3ccccc3)cc2n1	?
Cc1ccc([C@H]2N[C@]3(CCCN(Cc4ccc(Cl)cc4)C3=O)[C@H]3C(=O)N(C)C(=O)[C@@H]23)cc1	-18.9%
CN1CCN(C2CN(Cc3ccc([N+](=O)[O-])cc3)S(=O)(=O)C2)CC1 (centres undefined)	-2.7%
Cc1sc2nc(-c3ccccc3F)oc(=O)c2c1C	-2.0%
FC(F)(F)c1ccccc1Cc1c(-c2cccc(Br)c2)nc2c3ccccc3ccn12	-23.1%
Cc1cc(O)ccc1-c1ccc2nncn2c1	-35.7%
COc1cccc(CN2CCC2(C)C(=O)Nc2cccc(NS(C)(=O)=O)c2)c1OC (centres undefined)	-4.9%
CCCCC[C@@H](C)N1C[C@H](COCc2ccccc2)Oc2cc(N3CC[C@H](N(C)C)C3)ccc2S1(=O)=O	-35.1%
COc1ccc(-c2csc(C(NC(C)=O)c3cccc(F)c3)n2)cc1 (centres undefined)	-5.2%
O=C(C1CCCCC1)N1C[C@@H](n2cc(C3CC3)nn2)[C@H](O)C[C@@H]1c1ccc(Cl)cc1	0.0%
Cc1ccc(C)c(OCC(=O)OCc2csc(CC(=O)Nc3ccccc3C)n2)c1	-6.2%
CC(=O)Nc1cccc(NC(=O)C2CCCO2)c1 (centres undefined)	-1.4%
OC(C[n+]1cccc(Br)c1)c1ccccc1 (centres undefined)	-7.9%
COc1ccc(Br)cc1CNC(=O)C1CCCN(S(=O)(=O)N2CCC(C)CC2)C1 (centres undefined)	-45.9%
Cc1ccc(S(=O)(=O)N(C)C[C@@H]2OCCCC[C@@H](C)Oc3ccc(NS(=O)(=O)c4c(C)noc4C)cc3C(=O)N([C@H](C)CO)C[C@@H]2C)cc1	-47.9%
CCOC(=O)[C@]12CCC=C1N(Cc1cccc3ccccc13)C(=O)[C@H](CC(=O)NCc1cccc(C(F)(F)F)c1)C2	-47.5%
C(=C\c1ccccc1)/CN1CCN(C(c2ccccc2)c2nnnn2C2CCCC2)CC1 (centres undefined)	-25.9%
CC(C)(CO)CN1CCC(n2nccc2NC(=O)C2CCOC2)CC1 (centres undefined)	-9.2%
COc1cccc(-c2cc3nc(NCCN4CCCC4)n(C)c(=O)c3s2)c1	4.8%
CC(C)C1Cc2[nH]c(=S)[nH]c(=O)c2C(c2ccc(F)cc2)O1 (centres undefined)	4.6%
C=CCN(CC=C)Cc1cc(=O)oc2cc(OC)c(Cl)cc12	1.6%
CN(C)c1ccc(NC(=S)Nc2ccc3c(c2)c(=O)n(C)n3-c2ccc(C(C)(C)C)cc2)cc1	-49.6%
CCOC(=O)[C@]12CCC=C1N(Cc1ccccc1)C(=O)[C@H](CC(=O)NCCc1ccccc1OC)C2	-11.4%
O=C([C@H]1O[C@@H](n2ccc(=O)[nH]c2=O)[C@H](O)[C@@H]1O)N1CCN(Cc2ccccn2)CC1	13.4%
CN(C)c1ccc(/C=C/c2ccnc3cc(Cl)cc(Cl)c23)cc1	-16.9%
CN1C(=O)[C@H]2[C@@H](c3ccc(C(F)(F)F)cc3)N[C@]3(CCCN(Cc4ccc(F)cc4)C3=O)[C@H]2C1=O	-4.9%
Cc1cc(Br)cn2c(Cc3ccsc3)c(C(C)(C)C)nc12	-22.8%
COc1cc(C=C2CN(C)C(=O)C2=O)ccc1O	5.7%
CC1(C(=O)NS(=O)(=O)Cc2ccccc2)CCN1C(=O)Cc1ccccc1Cl (centres undefined)	16.6%
O=S1(=O)C[C@H](N2CCC[C@@H]2CO)[C@@H](COCc2ccccc2)N1	3.2%
NC(Cc1ccccc1)c1csc(Nc2ccc(C(=O)c3ccccc3)cc2)n1 (centres undefined)	0.0%
Cc1noc(C)c1NC(=O)N(C)C[C@@H]1Oc2cc(Br)ccc2S(=O)(=O)N([C@H](C)CO)C[C@@H]1C	-1.2%
CCCCC1(CC(=O)OCC)SCCN1C(N)=O (centres undefined)	5.9%
COc1ccccc1CNc1nc(NCc2ccc(C(C)C)cc2)c2sccc2n1	-40.0%
CSc1ccc(Cn2c(C)c(C(=O)NCc3ccc(F)cc3)sc2=O)cc1	-26.6%
CCc1nc2c(OCCOC)cccn2c1N(C)C(=O)c1ccco1	26.3%

Next section.
SMILES	BRCA1 expr act
COc1ccc(S(=O)(=O)N2CCC(C(=O)NN3CCCCC3)CC2)cc1	13.7%
Cc1ccc(S(=O)(=O)NC(=O)C2(C)CCN2C(=O)CCc2ccc(Cl)cc2Cl)nc1 (centres undefined)	0.0%
CC1=C(C(=O)N2CCOCC2)CC(CC(=O)NC(c2ccccc2)c2ccccc2)C(=O)N1Cc1ccc(C(C)(C)C)cc1 (centres undefined)	-39.9%
Cc1noc(C)c1S(=O)(=O)N(C)C[C@H]1OCc2cnnn2CCCC(=O)N([C@H](C)CO)C[C@@H]1C	8.5%
CCCc1cc(NCCOCCO)n2c(nc3ccccc32)c1C#N	-3.3%
CC(=O)Nc1ccc(NC(=O)C2(C)Cc3c(-c4cccc(NC(C)=O)c4)ccnc3O2)cc1 (centres undefined)	-7.2%
COC(=O)[C@]12CCCCC=C1N(Cc1ccco1)C(=O)[C@H](CC(=O)N1CCOCC1)C2	10.6%
CCCCNC(=O)c1nc(C2CCN(S(=O)(=O)c3c(F)cccc3F)CC2)oc1-c1ccccc1	-3.6%
OC(c1ccc(F)c(F)c1)c1nc(-c2ccc(Cl)cc2)cs1 (centres undefined)	-9.9%
Cc1cccc(NC(=O)c2cccc(S(=O)(=O)N(C)C3CCCCC3)c2)n1	-18.2%
Cc1ccc(S(=O)(=O)N(C)C)cc1NC(=O)C(C)OC(=O)CC1CC2CCC1C2 (centres undefined)	-9.8%
CCc1nc(NCC2CC2)c2nnn(Cc3ccccc3)c2n1	-19.4%
Cc1ccc(NC(=O)C2(C)CCN2C(C)C)cc1C (centres undefined)	3.0%
OCCNc1ncnc2c1ncn2[C@H]1CN(Cc2cccs2)C[C@@H](CO)O1	0.7%
Cc1noc(C)c1S(=O)(=O)N1CCCCC1c1cc(C(=O)Nc2cccc3c2CCCC3)no1 (centres undefined)	-13.3%
Cc1ccc(Cc2c(-c3ccco3)nc3c(C)cc(Br)cn23)cc1	-3.7%
Cc1ccsc1C(=O)N1CCC1(C)C(=O)NCc1cccc2ccccc12 (centres undefined)	1.0%
COc1cc(NC(=O)Nc2nnc([C@@H]3C[C@H](O)[C@@H](CO)O3)s2)cc(OC)c1OC	52.7%
C#CCN(C[C@H]1[C@H](OC(=O)Nc2c(C)noc2C)[C@H](OC(=O)Nc2c(C)noc2C)C[C@@H](C(=O)OC)[C@H]1C(=O)OC)S(=O)(=O)c1ccc(C)cc1	3.4%
O=S(=O)(NCCS(=O)(=O)N1CCN(c2ccc(F)cc2)CC1)c1ccc(F)cc1	-0.6%
Brc1cccc[n+]1Cc1cccc(C[n+]2ccccc2Br)c1	9.0%
COc1ccc(CNC(=O)/C=C/[C@H]2O[C@@H](n3cnc4c(NC(=O)c5ccccc5)ncnc43)[C@H](O)[C@@H]2O)cc1	10.2%
C#CCN(C[C@@H]1[C@@H](OC(=O)NCc2ccco2)[C@@H](OC(=O)NCc2ccco2)Cn2c(=O)ccc(=O)n21)S(=O)(=O)c1ccc(C)cc1	-65.6%
Cc1cccc(CN2CCC(n3nccc3NC(=O)CCCc3ccccc3)CC2)c1	-19.9%
COc1ccccc1S(=O)(=O)N(C)C[C@H]1OCc2cn(nn2)CCCC(=O)N([C@H](C)CO)C[C@@H]1C	15.0%

A second format for some results above:
mol | BRCA1 expr act
COc1cccc(C(O)c2nc(/C=C/c3ccccc3)cs2)c1 (centres undefined) | 33.9%
CCCCC1(CC(=O)OCC)SCCN1C(N)=O (centres undefined) | 5.9%
Cc1ccc(Cc2c(-c3ccco3)nc3c(C)cc(Br)cn23)cc1 | -3.7%
COCCCNC(=O)c1ccc2nc([C@@H]3O[C@H](CO)[C@H](O)[C@H](O)[C@H]3O)[nH]c2c1 | -8.9%
CCN(CC)C(=O)C1=C(C)N(CCCN2CCCC2=O)C(=O)C(CC(=O)NC2CCCCC2)C1 (centres undefined) | -6.8%

The list is partial; count on the stated rates, not on these rows.
